Screens: PubChem, several laboratories
GPR55 beta-arrestin = selective activators of receptor GPR55 – imaging, U2OS cells, beta-arrestin-GFP redistribution, primary screen (AID 1961). U2OS GPR55 beta-arrestin-GFP redistribution imaging; higher % means a stronger effect. activation, % at 10 µM; hits with a dose series show EC50 in µM. 0.048% of 290,000 active;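 active = activation above 40% with more than 50 cells counted in the well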;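 note: U2OS osteosarcoma cells stably expressing GPR55 and beta-arrestin-GFP; plate controls were DMSO negative control for no effect and LPI positive control for full effect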
GPR55 antagonists = GPR55 antagonists blocking LPI-driven arrestin recruitment, primary screen, imaging, U2OS, beta-arrestin-GFP, LPI agonist (AID 2013) | U2OS GPR55 beta-arrestin-GFP translocation imaging, LPI antagonism; higher % means a stronger effect | inhibition, % at 10 µM; hits with a dose series show IC50 in µM | 0.13% of 290,000 active;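 active = spots per cell inhibited over 60%, with over 100 cells counted and total cytoplasm intensity under 500,000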;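 note: U2OS cells stably carrying GPR55 and arrestin-GFP stimulated by 5 µM LPI near EC80; imaged beta-arrestin-GFP aggregate spots per cell after agonist stimulation; plate controls were LPI-stimulated DMSO wells for no effect and DMSO wells without LPI for full effect; some results filed as inactive read as strong as hits; confirmed hits need IC50 under 10 µM and bright autofluorescent wells are also inconclusive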
Rac1 GTP hydrolysis = MgcRacGAP GTPase-activating activity inhibitors, confirmation, biochemical, ADP Hunter fluorescence; MgcRacGAP-stimulated Rac1 GTP hydrolysis, ADP Hunter fluorescence; higher % means a stronger effect; GST-tagged Rac1 F28L mutant substrate; inhibition, % at 30 µM; hits with a dose series show IC50 in µM; 0.6% of 340,000 active; AID 624330;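 active = first-screen hits whose inhibition reached a set limit at any dose in the follow-up dose series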;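 note: fluorescence reports GDP produced by GAP-driven GTP hydrolysis; strong numbers were not always called active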
KOR beta-arrestin-1 = kappa opioid receptor activators – cell-based, luminescence, uHTS, primary screen (AID 1777); one-dose activation, % at 10 µM; EC50 in µM for titrated hits; 0.02% of 280,000 active; KOR beta-arrestin recruitment, luminescence; higher % means a stronger effect; in the data active = activation above about 50%, passing the limit was not always enough; note: a part of the inactive calls stands beside numbers as strong as those of hits
NOD1 NF-kB reporter = inhibition of NOD1-driven NF-kB reporter – cell-based, luminescence, uHTS, primary screen (AID 1578). one-dose inhibition, % at 4 µM; EC50 in µM for titrated hits. NOD1-driven NF-kB luciferase reporter cells, luminescence; higher % means a stronger effect. 1% of 290,000 active; in the data active = inhibition mostly above about 36%, no sharp cut-off; inactive = mostly below about 34%;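 note: HEK-293T reporter cells stimulated with the NOD1 agonist gamma-tri-DAP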
HIV peptide binding = inhibitors of HIV fusion peptide binding, primary screen, biochemical, uHTS, fluorescence dequenching (AID 1986); cell-free peptide binding, fluorescence dequenching, 30 min; higher % means a stronger effect; inhibition, % at 20 µM; hits with a dose series show IC50 in µM; 0.3% of 290,000 active; in the data active = inhibition mostly above about 52%, no sharp cut-off; inactive = mostly below about 76%; note: some results filed as inactive read as strong as hits
KOR beta-arrestin-2 = KOR antagonists, beta-arrestin recruitment, cell-based, luminescence, uHTS (AID 1778); KOR beta-arrestin recruitment, luminescence, antagonist mode; higher % means a stronger effect; inhibition, % at 10 µM; hits with a dose series show IC50 in µM; 0.091% of 290,000 active; note: strong numbers were not always called active
HEK293 NOD2/NF-kB = NOD2 signaling inhibitors, cell-based, luminescence, uHTS, HEK293 (AID 1566); HEK293 NOD2/NF-kB luciferase reporter, luminescence; higher % means a stronger effect; inhibition, % at 4 µM, or EC50 in µM where a hit was titrated; 0.63% of 290,000 active; note: many of its hits are not listed in these tables
Large T inhibition = TAg ATPase/helicase activity blockers – biochemical (AID 1903); SV40 large T antigen ATPase/helicase inhibition assay; higher % means a stronger effect; inhibition, % at 20 µM; hits with a dose series show IC50 in µM; 0.39% of 310,000 active; in the data active = a potency from the dose series; note: strong numbers were not always called active
* marks the source's active call; other numbers are inactive results; & = joins results of further samples; [ ] = another dose, or the depositor's remark. Cut-off read from the data, not from the text of the source, unless noted: active = inhibition above about 50%; inactive = the rest. An excerpt, so the mix of outcomes need not match the whole.

Screening C=CCOC(=O)C1=C(C)Nc2nnnn2C1c1cccc(OC)c1OC (stereo not drawn) returned GPR55 beta-arrestin 0.3%, GPR55 antagonists 3%, Rac1 GTP hydrolysis 0%, KOR beta-arrestin-1 -2.1%, NOD1 NF-kB reporter -8%, HIV peptide binding -2.5%, KOR beta-arrestin-2 13%, HEK293 NOD2/NF-kB 15% and Large T inhibition 4%.
For CC(=O)Nc1ccc(-n2c(C)nc(=O)c(-c3ccccc3)c2C)cc1 the results were GPR55 beta-arrestin -0.2%, GPR55 antagonists 7%, Rac1 GTP hydrolysis 1%, KOR beta-arrestin-1 3.8%, NOD1 NF-kB reporter 5%, HIV peptide binding -0.7%, KOR beta-arrestin-2 -24%, HEK293 NOD2/NF-kB 4% and Large T inhibition 0%.
CC1CCCC(C)N1NC(=O)c1ccc(Cl)c(S(N)(=O)=O)c1 (stereo not drawn) was read as GPR55 beta-arrestin -0.1%, GPR55 antagonists 6%, Rac1 GTP hydrolysis 2%, KOR beta-arrestin-1 -5.5%, NOD1 NF-kB reporter -7%, HIV peptide binding -1.5%, KOR beta-arrestin-2 16%, HEK293 NOD2/NF-kB 14% and Large T inhibition 15%&-1%.
CC(C)c1ccc(NS(=O)(=O)c2ccc(-n3cccn3)cc2)cc1 was read as GPR55 beta-arrestin -0.1%, GPR55 antagonists 1%, Rac1 GTP hydrolysis 16%, KOR beta-arrestin-1 8.4%, NOD1 NF-kB reporter -1%, HIV peptide binding 1.5%, KOR beta-arrestin-2 -6%, HEK293 NOD2/NF-kB 29% and Large T inhibition 15%.
`CC1CC(C)CN(CCCNS(=O)(=O)c2cc(Br)cc3c2N(C(=O)C2CC2)CC3)C1` (stereo not drawn) gave GPR55 beta-arrestin -0.2%, GPR55 antagonists 8%, Rac1 GTP hydrolysis -2%, KOR beta-arrestin-1 -2.5%, NOD1 NF-kB reporter -14%, HIV peptide binding -0.8%, KOR beta-arrestin-2 -2%, HEK293 NOD2/NF-kB 4% and Large T inhibition 4%.
CCOc1ccc(CCNC(=O)CCCN2C(=O)c3ccccc3C2=O)cc1OCC was read as GPR55 beta-arrestin -2.3%, GPR55 antagonists 19%, Rac1 GTP hydrolysis 6%, KOR beta-arrestin-1 1.6%, NOD1 NF-kB reporter -10%, HIV peptide binding -2.1%, KOR beta-arrestin-2 -2%, HEK293 NOD2/NF-kB -4% and Large T inhibition 11%.
Screening CCc1cccc(OCC(=O)Nc2ccc(C(=O)O)cc2NC(=O)COc2cccc(CC)c2)c1 returned GPR55 beta-arrestin 0.0%, GPR55 antagonists 4%, Rac1 GTP hydrolysis 5%, KOR beta-arrestin-1 2.5%, NOD1 NF-kB reporter -6%, HIV peptide binding 37%, KOR beta-arrestin-2 -21%, HEK293 NOD2/NF-kB 7% and Large T inhibition 2%.
Screening O=C(CCCn1c(=O)c2cccn2c2cccnc21)N1CCN(c2ccccc2F)CC1 returned GPR55 beta-arrestin -0.1%, GPR55 antagonists 3%, Rac1 GTP hydrolysis 9%, KOR beta-arrestin-1 -0.5%, NOD1 NF-kB reporter -22%, HIV peptide binding -0.4%, KOR beta-arrestin-2 -16%, HEK293 NOD2/NF-kB 14% and Large T inhibition 10%.
`COCCn1c(SCC(=O)N2CCCc3ccccc32)nc2ccccc2c1=O` gave GPR55 beta-arrestin -0.2%, GPR55 antagonists 8%, Rac1 GTP hydrolysis -2%, KOR beta-arrestin-1 -1.9%, NOD1 NF-kB reporter 4%, HIV peptide binding 3.4%, KOR beta-arrestin-2 21%, HEK293 NOD2/NF-kB 14% and Large T inhibition 24%.
For COc1ccc(S(=O)(=O)N2CCOC2CNC(=O)C(=O)NCCc2ccccc2)cc1OC (stereo not drawn) the results were GPR55 beta-arrestin 0.0%, GPR55 antagonists 2%, Rac1 GTP hydrolysis 3%, KOR beta-arrestin-1 -4.1%, NOD1 NF-kB reporter -16%, HIV peptide binding -0.4%, KOR beta-arrestin-2 23%[20 µM], HEK293 NOD2/NF-kB 14% and Large T inhibition 4%.
For CCOC(=O)c1c(C)[nH]c(C(=O)O)c1C the results were GPR55 beta-arrestin -0.1%, GPR55 antagonists 9%, Rac1 GTP hydrolysis 11%, KOR beta-arrestin-1 2.2%, NOD1 NF-kB reporter 8%, HIV peptide binding -0.3%, KOR beta-arrestin-2 -2%, HEK293 NOD2/NF-kB 14% and Large T inhibition 11%.
Screening Cc1occc1C(=O)N/N=C/c1ccc(-c2cccc([N+](=O)[O-])c2)o1 returned GPR55 beta-arrestin 0.2%, GPR55 antagonists 44%, Rac1 GTP hydrolysis 9%, KOR beta-arrestin-1 -2.2%, NOD1 NF-kB reporter -1%, HIV peptide binding -1.8%, KOR beta-arrestin-2 -26%, HEK293 NOD2/NF-kB 18% and Large T inhibition 0%.
For CCCS(=O)(=O)c1c(S(=O)(=O)CCC)c2cnccn2c1C(=O)c1ccc(CC)cc1 the results were GPR55 beta-arrestin -0.4%, GPR55 antagonists 12%, Rac1 GTP hydrolysis 10%, KOR beta-arrestin-1 0.3%, NOD1 NF-kB reporter -5%, HIV peptide binding 1.3%, KOR beta-arrestin-2 9%, HEK293 NOD2/NF-kB 16% and Large T inhibition 3%.
Screening CC(=O)NC1=NN(C(C)=O)C(c2cccs2)S1 (stereo not drawn) returned GPR55 beta-arrestin 0.6%, GPR55 antagonists 9%, Rac1 GTP hydrolysis 2%, KOR beta-arrestin-1 0.2%, NOD1 NF-kB reporter -5%, HIV peptide binding 2.6%, KOR beta-arrestin-2 4%, HEK293 NOD2/NF-kB 14% and Large T inhibition -1%.
`CC(=O)NC(c1ccc(Cl)cc1)c1c(O)ccc2ccc(O)cc12` (stereo not drawn) gave GPR55 beta-arrestin -0.1%, GPR55 antagonists -6%, Rac1 GTP hydrolysis 7%, KOR beta-arrestin-1 -2.8%, NOD1 NF-kB reporter -18%, HIV peptide binding -0.1%, KOR beta-arrestin-2 -5%[20 µM], HEK293 NOD2/NF-kB 8% and Large T inhibition 9%.
Screening Cc1ccsc1-c1nc(CN(C)C(C2CC2)C2CC2)c(C)o1 returned GPR55 beta-arrestin -0.1%, GPR55 antagonists 16%, Rac1 GTP hydrolysis 4%, KOR beta-arrestin-1 -3.5%, NOD1 NF-kB reporter -13%, HIV peptide binding 0.1%, KOR beta-arrestin-2 11%, HEK293 NOD2/NF-kB 14% and Large T inhibition 26%.
Screening O=C(CSc1nc2ccccc2o1)N1CCN(C(=O)c2ccco2)CC1 returned GPR55 beta-arrestin -0.2%, GPR55 antagonists 6%, Rac1 GTP hydrolysis 13%, KOR beta-arrestin-1 1.1%, NOD1 NF-kB reporter -27%, HIV peptide binding 2.9%, KOR beta-arrestin-2 6%, HEK293 NOD2/NF-kB -5% and Large T inhibition 1%.
Screening CCOc1ccccc1NC(=O)Nc1cc(OC)ccc1OC returned GPR55 beta-arrestin 0.2%, GPR55 antagonists 4%, Rac1 GTP hydrolysis 10%, KOR beta-arrestin-1 -1.4%, NOD1 NF-kB reporter -32%, HIV peptide binding -2.9%, KOR beta-arrestin-2 45%, HEK293 NOD2/NF-kB 0% and Large T inhibition 2%.
N=c1c(C(=O)NCCN2CCOCC2)cc2c(=O)n3ccccc3nc2n1CCCN1CCOCC1 was read as GPR55 beta-arrestin -0.1%, GPR55 antagonists -2%, Rac1 GTP hydrolysis 14%, KOR beta-arrestin-1 2.7%, NOD1 NF-kB reporter 24%, HIV peptide binding 2.8%, KOR beta-arrestin-2 -56%, HEK293 NOD2/NF-kB 5% and Large T inhibition -5%.
O=C(NCc1ccco1)C1CCCCC1 was read as GPR55 beta-arrestin -0.1%, GPR55 antagonists -5%, Rac1 GTP hydrolysis 1%, KOR beta-arrestin-1 -6.8%, NOD1 NF-kB reporter -19%, HIV peptide binding 0.8%, KOR beta-arrestin-2 -27%[20 µM] and HEK293 NOD2/NF-kB 18%.

Quoted at random: two records from the list, in no set order.
For COc1ccc(S(=O)(=O)N2CCOC2CNC(=O)C(=O)NCCc2ccccc2)cc1OC (stereo not drawn) the results were GPR55 beta-arrestin 0.0%, GPR55 antagonists 2%, Rac1 GTP hydrolysis 3%, KOR beta-arrestin-1 -4.1%, NOD1 NF-kB reporter -16%, HIV peptide binding -0.4%, KOR beta-arrestin-2 23%[20 µM], HEK293 NOD2/NF-kB 14% and Large T inhibition 4%.
For CC(=O)Nc1ccc(-n2c(C)nc(=O)c(-c3ccccc3)c2C)cc1 the results were GPR55 beta-arrestin -0.2%, GPR55 antagonists 7%, Rac1 GTP hydrolysis 1%, KOR beta-arrestin-1 3.8%, NOD1 NF-kB reporter 5%, HIV peptide binding -0.7%, KOR beta-arrestin-2 -24%, HEK293 NOD2/NF-kB 4% and Large T inhibition 0%.

Next part
Screening O=S(=O)(c1ccccc1)N1CCN(CC(O)COc2ccc3c(c2)CCC3)CC1 (stereo not drawn) returned GPR55 beta-arrestin -0.1%, GPR55 antagonists 2%, Rac1 GTP hydrolysis 14%, KOR beta-arrestin-1 -0.8%, NOD1 NF-kB reporter 16%, HIV peptide binding -1.5%, KOR beta-arrestin-2 13%, HEK293 NOD2/NF-kB 15% and Large T inhibition 6%.
CCC(=O)N1CCN(c2ccc(Cl)cc2NC(=O)c2cccc([N+](=O)[O-])c2)CC1 was read as GPR55 beta-arrestin -0.2%, GPR55 antagonists 3%, Rac1 GTP hydrolysis 13%, KOR beta-arrestin-1 4.5%, NOD1 NF-kB reporter -34%, HIV peptide binding -1.8%, KOR beta-arrestin-2 -44%, HEK293 NOD2/NF-kB 4% and Large T inhibition 29%.
Screening CC(Cc1ccccc1)(NC(=O)CN)c1ccccc1 (stereo not drawn) returned GPR55 beta-arrestin -0.1%, GPR55 antagonists -13%, KOR beta-arrestin-1 -0.2%, NOD1 NF-kB reporter -10%, HIV peptide binding -1.7%, KOR beta-arrestin-2 3%, HEK293 NOD2/NF-kB 2% and Large T inhibition -2%&11%.
For COc1ccc(CNC(=O)C(C)n2ccc3cc(S(=O)(=O)N4CCCCCC4)ccc32)cc1 (stereo not drawn) the results were GPR55 beta-arrestin -0.1%, GPR55 antagonists 6%, Rac1 GTP hydrolysis 9%, KOR beta-arrestin-1 9.8%, NOD1 NF-kB reporter 9%, HIV peptide binding 0.4%, KOR beta-arrestin-2 -14%, HEK293 NOD2/NF-kB 5% and Large T inhibition 9%.
Screening CCCC(=O)NCn1nnc(-c2ccc(Cl)cc2)n1 returned GPR55 beta-arrestin 0.2%, GPR55 antagonists 5%, Rac1 GTP hydrolysis 7%, KOR beta-arrestin-1 -6.1%, NOD1 NF-kB reporter -10%, HIV peptide binding 2.1%, KOR beta-arrestin-2 -4%, HEK293 NOD2/NF-kB -5% and Large T inhibition 10%.
For COc1cc(NC(=S)NNC(=O)C(C)(C)O)cc(OC)c1 the results were GPR55 beta-arrestin -0.1%, GPR55 antagonists -2%, Rac1 GTP hydrolysis 4%, KOR beta-arrestin-1 -2.0%, NOD1 NF-kB reporter -30%, HIV peptide binding -2.7%, KOR beta-arrestin-2 -34%[20 µM], HEK293 NOD2/NF-kB 15% and Large T inhibition 4%.
